Source: PubChem BioAssay
PPARg SRC2 recr: promotes SRC-2 coactivator recruitment by human PPARgamma. activation, % at 8 µM. 200,000 tested, 0.34% active. P37231. PPARgamma LBD-SRC-2 recruitment, biochemical; in the data active = activation above about 22%;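 also: 0% = vehicle and 100% = reference agonist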
TNAP act hiacc: increases human TNAP activity under high phosphate acceptor concentration. P05186. purified TNAP, CDP-star luminescence, 1 M DEA, 30 min; hits give high values; 0 = EDTA background, 1 = DMSO-only activity. activation factor at 20 µM. 200,000 tested, under 10 active. AID 1136;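 active = activation factor at least 2 at 20 µM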
Target sequence (P05186 whole entry, looked up): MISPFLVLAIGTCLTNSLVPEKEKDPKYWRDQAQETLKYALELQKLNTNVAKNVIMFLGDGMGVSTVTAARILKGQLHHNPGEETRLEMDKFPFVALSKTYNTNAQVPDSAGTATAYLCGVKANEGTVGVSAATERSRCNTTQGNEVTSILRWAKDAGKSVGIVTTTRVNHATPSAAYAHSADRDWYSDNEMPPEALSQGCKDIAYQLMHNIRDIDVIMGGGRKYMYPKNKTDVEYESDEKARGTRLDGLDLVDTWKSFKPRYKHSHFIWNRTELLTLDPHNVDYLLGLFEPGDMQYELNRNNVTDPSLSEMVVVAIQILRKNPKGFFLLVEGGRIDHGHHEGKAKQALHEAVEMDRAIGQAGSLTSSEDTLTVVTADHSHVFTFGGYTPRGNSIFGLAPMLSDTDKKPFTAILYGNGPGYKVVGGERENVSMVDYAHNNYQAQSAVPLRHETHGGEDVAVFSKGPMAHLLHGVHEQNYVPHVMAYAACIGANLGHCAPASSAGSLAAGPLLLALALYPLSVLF
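Control set: EDTA negative control, DMSO positive control / Assay system: human TNAP / Quantity: TNAP 1/800 final / Evaluation: TNAP activation factor scaled between EDTA and DMSO control wells / Measured by: luminescent substrate turnover signal / Compound dosing: one dose, 20 µM / Times: 30 min enzyme reaction at room temperature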
bIAP act: intestinal alkaline phosphatase (bovine) activation. purified bovine IAP, CDP-star luminescence, 30 min; hits give high values; fold of DMSO-control signal, blank-subtracted. 200,000 tested, 0.17% active. activation factor at 20 µM;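 active = activation factor of 2 or more at 20 µM, a signal rise over negative controls twice the positive control's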
STAT3 blocker: inhibitors of IL-6 induced STAT3 signaling; U3A cells, IL-6 STAT3-luciferase reporter, luminescence; host cell line lacks STAT1; 190,000 tested, 0.89% active; inhibition, % at 5.5 µM;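 active = inhibition above the mean inhibition across all screened compounds plus 3 SD, cut at about 44% in these data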;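 also: 0% = DMSO only wells and 100% = 100 µM nifuroxazide control wells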
STAT1 blocker: reduces IFN-gamma driven STAT1 reporter signal. NIH 3T3 STAT1-luciferase reporter, luminescence. inhibition, % at 5.5 µM. 200,000 tested, 0.35% active. AID 920;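 active = inhibition above a set limit, the mean inhibition across all tested compounds plus 3 SD, cut at about 34% in these data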;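 also: 0% = IFN-gamma with DMSO and 100% = IFN-gamma with 300 µM nifuroxazide; values of inactives mirror those of a sister screen read the other way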
STAT3 activator: STAT3 signaling activation | U3A cells, IL-6 STAT3-luciferase reporter, luminescence; 100% = signal with IL-6 EC80 alone | activation (% of control), % at 5.6 µM | 190,000 tested, 0.91% active;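 active = activation above the screen-wide mean of compound activation plus 3 SD, cut at about 130% in these data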;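 also: 0% = background luminescence of wells with medium and substrate only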
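Detection: reporter luminescence signal / Assay system: STAT1-lacking human U3A cells, STAT3 luciferase reporter / Incubation: compound pre-incubation 1 h before IL-6, then 6 h stimulation at 37 °C / Control set: IL-6-only high control / Read-out: % activation relative to IL-6 control / Probe or stimulus: Interleukin-6, 33 ng/mL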
TR-FRET SRC-2 ct: TR-FRET artefact, counter-screen to PPARgamma/SRC-2 agonist assay. 200,000 tested, 0.4% active. TR-FRET ratio at 8 µM. hits give high values; in the data active = TR-FRET ratio above about 2000; also: inactives centre near 1500
PPARg SRC3 recr: PPARgamma-driven SRC-3 recruitment agonism; 200,000 tested, 0.26% active; biochemical PPARgamma/SRC-3 coactivator recruitment assay; AID 731; activation, % at 8 µM; P37231; in the data active = activation above about 23%;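 also: 0% = DMSO and 100% = reference agonist; some compounds past the cut are filed as inactive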
ROMK mod: modulators of human ROMK potassium channel | P48048 | AID 1918 | B-score at 10 µM | 130,000 tested, 2% active | Tet-inducible ROMK, thallium flux fluorescence; actives lie on both sides;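 active = signal ratio slope over the read window, or its plate-corrected B-score, at least 3 SD from the plate mean, either direction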;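 also: B-score of the F/F0 ratio slope over 7 to 12 s after thallium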
Target sequence (P48048 whole entry, looked up): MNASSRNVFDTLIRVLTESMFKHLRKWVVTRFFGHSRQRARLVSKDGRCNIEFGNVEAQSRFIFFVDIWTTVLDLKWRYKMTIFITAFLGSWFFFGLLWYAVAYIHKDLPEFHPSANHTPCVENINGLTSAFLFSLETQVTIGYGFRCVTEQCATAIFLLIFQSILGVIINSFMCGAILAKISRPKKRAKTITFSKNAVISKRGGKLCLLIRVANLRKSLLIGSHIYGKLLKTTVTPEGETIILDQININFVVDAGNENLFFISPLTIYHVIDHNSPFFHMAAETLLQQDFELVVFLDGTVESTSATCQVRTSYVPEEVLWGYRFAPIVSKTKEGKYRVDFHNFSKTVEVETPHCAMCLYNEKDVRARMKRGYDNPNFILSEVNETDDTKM
bIAP inh: intestinal alkaline phosphatase (bovine) inhibition; purified bovine IAP, CDP-star luminescence, 30 min; inhibition, % at 20 µM; 190,000 tested, under 10 active; AID 1019;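 active = over 50% inhibition of intestinal alkaline phosphatase at 20 µM in the single-dose screen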
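Assay system: bovine IAP enzyme; medium: DEA buffer 100 mM, pH 9.8, with MgCl2 1.0 mM, ZnCl2 0.02 mM; doses: 20 µM single dose; incubation: enzyme reaction for 30 min at room temperature; detection: CDP-star luminescence signal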
PPARg SRC-1 ag: agonists of human PPARgamma SRC-1 coactivator recruitment; P37231; PPARgamma-SRC-1 coactivator recruitment biochemical assay; activation, % at 8 µM; 200,000 tested, 0.41% active; AID 631; in the data active = activation above about 19%;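 also: 0% = DMSO and 100% = reference agonist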
* marks the source's active call; other numbers are inactive results; x = not tested or not shown.

SMILES | PPARg SRC2 recr | TNAP act hiacc | bIAP act | STAT3 blocker | STAT1 blocker | STAT3 activator | TR-FRET SRC-2 ct | PPARg SRC3 recr | ROMK mod | bIAP inh | PPARg SRC-1 ag
O=C(O)c1cn(Cc2ccccc2Cl)c2ccc(S(=O)(=O)N3CCOCC3)cc2c1=O | 1 | 1.1 | 1 | 5 | 5 | 98 | 1523 | 6 | -0.049 | -3 | -5
CCc1ccccc1NC(=O)c1ccc(Cn2cc([N+](=O)[O-])cn2)cc1 | -2 | 1 | 1 | -10 | -2 | 113 | 1309 | -1 | 0.14 | 3 | 0
CC(CCc1ccco1)NC(=O)Nc1cccc(F)c1 (centres undefined) | -8 | 1.1 | 1 | 0 | -1 | 102 | 1496 | 6 | 0.086 | -3 | 0
CCN(CCO)C(=O)CC1C(=O)NCCN1Cc1c(F)cccc1Cl (centres undefined) | 4 | 1 | 1 | 13 | -4 | 92 | 1678 | -4 | 0.82 | -4 | 9
C=CCNC(=O)c1c(Cl)cccc1Cl | 2 | 1 | 1 | 0 | -8 | 100 | 1450 | -5 | x | -2 | 0
CCOC(=O)CC(Nc1nc(N2CCOCC2)nc(N2CCOCC2)n1)c1ccccc1Cl (centres undefined) | -4 | 1 | 1 | 0 | -2 | 103 | 1705 | 8 | x | 1 | 9
CC1CCC(NC(=O)Cn2c3c(c(-c4ccccc4Cl)cc2=O)CCC3)CC1 (centres undefined) | 10 | 1 | 0.9 | 17 | 6 | 90 | 1622 | 7 | x | 5 | 4
Cc1nnc(-c2cnn(C)c2N)n1Cc1ccc(Cl)cc1 | 13 | 1.1 | 0.9 | 5 | 7 | 99 | 1599 | -3 | -1.3 | 6 | -4
Cc1ccc(NC(=O)CN(C)C(=O)Cn2cc(C(F)(F)F)cc(Cl)c2=O)cc1 | 4 | 1 | 1.1 | 6 | 10 | 95 | 1481 | 1 | 0.015 | -5 | 0
Cc1cccc(NC(=O)CSc2nnc(-c3cc(C)n(-c4ccccc4)c3C)o2)c1C | 0 | 1 | 0.9 | 10 | 21 | 96 | 1490 | -1 | x | 7 | 4
CCn1c2ccccc2c2cc(NC(=O)COC(=O)c3cccc(S(=O)(=O)NC)c3)ccc21 | -12 | 1 | 1 | -8 | -9 | 107 | 1415 | -1 | -0.83 | -3 | -5
CCc1ccc(-c2cc(C(=O)N/N=C/c3c[nH]c4ccccc34)[nH]n2)cc1 | 3 | 0.9 | 1.2 | 32 | 6 | 76 | 1569 | 2 | 0.85 | -16 | 2
CC(C)(C)Nc1nc(NC(C)(C)C)nc(-n2ccnc2)n1 | -2 | 1.1 | 0.9 | -7 | -7 | 107 | 1513 | 0 | x | 12 | -4
CCCN(CCC)CC(O)CN1C(=O)NC(C)(C)C1=O (centres undefined) | 1 | 1.1 | 0.9 | 10 | -2 | 97 | 1549 | 2 | 0.072 | 15 | 4
CCOC(=O)c1c2n(c3ccc(O)cc13)CCC2 | -3 | 1 | 0.8 | -72 | -2 | 163* | 1361 | 0 | x | 19 | -3

Reprinted from the part before: five entries, followed by the next part.
SMILES | PPARg SRC2 recr | TNAP act hiacc | bIAP act | STAT3 blocker | STAT1 blocker | STAT3 activator | TR-FRET SRC-2 ct | PPARg SRC3 recr | ROMK mod | bIAP inh | PPARg SRC-1 ag
CCn1c2ccccc2c2cc(NC(=O)COC(=O)c3cccc(S(=O)(=O)NC)c3)ccc21 | -12 | 1 | 1 | -8 | -9 | 107 | 1415 | -1 | -0.83 | -3 | -5
CCc1ccc(-c2cc(C(=O)N/N=C/c3c[nH]c4ccccc34)[nH]n2)cc1 | 3 | 0.9 | 1.2 | 32 | 6 | 76 | 1569 | 2 | 0.85 | -16 | 2
CC(C)(C)Nc1nc(NC(C)(C)C)nc(-n2ccnc2)n1 | -2 | 1.1 | 0.9 | -7 | -7 | 107 | 1513 | 0 | x | 12 | -4
CCCN(CCC)CC(O)CN1C(=O)NC(C)(C)C1=O (centres undefined) | 1 | 1.1 | 0.9 | 10 | -2 | 97 | 1549 | 2 | 0.072 | 15 | 4
CCOC(=O)c1c2n(c3ccc(O)cc13)CCC2 | -3 | 1 | 0.8 | -72 | -2 | 163* | 1361 | 0 | x | 19 | -3
COC(=O)CNC(=O)c1ccc2c(c1)S(=O)(=O)c1ccccc1C2=O | 7 | 1.1 | 0.9 | 15 | 8 | 92 | 1590 | -3 | x | 6 | 6
COc1ccc(O)c(/C=N/n2c(-c3ccco3)csc2=Nc2cccnc2)c1 | 0 | 1 | 0.9 | -5 | -4 | 103 | 1741 | 2 | x | 10 | 10
O=C(N/N=C/c1cc2c(cc1Br)OCO2)c1c[nH]c2ccccc12 | -1 | 1 | 1.1 | 14 | -51 | 90 | 1667 | 0 | -0.45 | -9 | 6
CC(=O)Nc1ccc2c(c1)nc(CCN1CCC(C)CC1)n2C | 2 | 1.1 | 1 | 12 | 8 | 94 | 1384 | 2 | -0.85 | -2 | -3
c1ccc2[nH]c(CN3CCN(c4ncnc5c4oc4ccccc45)CC3)nc2c1 | -4 | 1.1 | 1.1 | -17 | 6 | 120 | 1519 | -7 | x | -12 | 12
NC(=O)C1CC(=O)N(c2ccc(OCc3ccc(Cl)cc3)cc2)C1 (centres undefined) | 4 | 1 | 1 | -12 | -23 | 112 | 1508 | 2 | -0.39 | -1 | 5
N#CCc1ccc(NS(=O)(=O)c2ccc(C3CCCCC3)cc2)cc1 | 7 | 1 | 0.9 | 9 | 3 | 93 | 1760 | 0 | -0.0075 | 12 | -3
Cn1c(=O)c2[nH]c(-c3ccccc3Cl)c(O)c2n(C)c1=O | 1 | 1 | 1.1 | -14 | 9 | 113 | 1382 | 2 | -3.9* | -14 | -6
COc1ccc2c(CC(=O)Nc3nccs3)coc2c1 | 1 | 1 | 1 | 8 | -16 | 95 | 1509 | 2 | 0.25 | -1 | 0
COc1ccc(OC)c(S(=O)(=O)N2CCc3ccccc32)c1 | -6 | 1 | 0.8 | 10 | 12 | 95 | 1426 | 6 | x | 18 | 0
Cc1nc(NS(=O)(=O)c2ccccc2)sc1C(=O)NN | -6 | 1 | 1 | -7 | 4 | 108 | 1545 | 0 | 1.1 | -2 | 1
N/C(=N\OC(=O)Cc1cccs1)c1ccccc1 | 8 | 1 | 0.9 | 2 | -41 | 104 | 1753 | 11 | 1.4 | 10 | 5
O=C(OCC1OC2C(Oc3nc(=O)ccn32)C1O)c1ccccc1 (centres undefined) | -1 | 1.1 | 1 | 8 | -4 | 97 | 1364 | 4 | 0.48 | -1 | 6
COc1cc(Cc2ccc(N)c(OC)c2)ccc1N | -2 | 1 | 0.6 | -4 | 2 | 107 | 1729 | 5 | -0.53 | 37 | 6
CC(=O)OCC1=C(C(=O)O)N2C(=O)C(NC(=O)CCn3nc(C)c(Cl)c3C)C2SC1 (centres undefined) | 6 | 1 | 1.1 | 12 | -7 | 93 | 1502 | 2 | -0.33 | -12 | 7
Cn1c(CN2CCCCC2)nc2cc([N+](=O)[O-])ccc21 | 3 | 1 | 1.1 | 11 | 0 | 96 | 1482 | 4 | 0.022 | -5 | 1
NS(=O)(=O)c1cccc(NC(=O)CCSc2ccc(Cl)cc2)c1 | -6 | 1 | 1 | -2 | -12 | 105 | 1554 | 1 | 0.38 | -2 | -1
Cc1ccc(Cl)cc1N1CCN(C(=O)c2ccc3nc[nH]c3c2)CC1 | 4 | 1 | 0.9 | 6 | 3 | 96 | 1499 | -1 | x | 7 | 2
O=C(Nc1cccc(-c2nc3ccccc3s2)c1)c1ccc2c(c1)OCO2 | 12 | 1 | 0.9 | 6 | 6 | 102 | 1707 | 7 | -0.15 | 6 | 8
Cc1nnc(SCc2nnc(-c3cccs3)o2)s1 | 10 | 1 | 1.1 | 2 | 2 | 99 | 1779 | 4 | 0.21 | -6 | 7
Cc1cc2cc(C)c(NCCNC(=O)c3ccccc3F)nc2cc1C | 9 | 1.1 | 1.2 | 8 | -2 | 98 | 1736 | 4 | -2 | -21 | 2
CCOCCCNC(=S)Nc1cc(C)cc(C)c1 | 5 | 1 | 0.9 | 9 | 0 | 95 | 1664 | 1 | 1.3 | 10 | 1
COc1ccccc1NC(=O)c1nn(-c2ccc(F)c(F)c2)ccc1=O | -2 | 1 | 1 | 22 | 1 | 87 | 1482 | -4 | 0.012 | -2 | -4
CCN(CC)S(=O)(=O)c1ccc(Cl)c(NC(=O)c2cc(Cl)cc(Cl)c2)c1 | -2 | 1 | 0.9 | -6 | -3 | 103 | 1525 | 2 | 0.088 | 5 | 4
CCC(CC)C(=O)c1c[nH]c(C(=O)NCCCN2CCOCC2)c1 | 0 | 1.1 | 1 | 16 | -3 | 96 | 1519 | 4 | x | -2 | -3
C=CCn1c(SCC(=O)Nc2cc(C)c(Cl)cc2OC)nnc1-c1ccco1 | 1 | 1.1 | 0.7 | -1 | -2 | 103 | 1643 | 14 | -1.3 | 31 | 4
CCc1ccc(CCC(=O)Nc2sc(C)c(C)c2C(=O)OC)o1 | 5 | 1 | 0.9 | -11 | -2 | 110 | 1486 | 1 | x | 14 | 2
Cc1ccc(C(=O)n2nc(-c3ccccc3)nc2NCc2ccco2)cc1 | 8 | 1 | 0.9 | 8 | -1 | 96 | 1521 | 0 | x | 6 | 8
Cc1ccc(C(=O)NCCn2c(N)c(C#N)c3nc4ccccc4nc32)cc1 | 9 | 1.1 | 1 | 24 | -3 | 85 | 1479 | 0 | -0.89 | 1 | 5
CC(C)(C)C(=O)/C(C#N)=C/c1ccc(O)cc1 | -9 | 0.9 | 1 | 2 | 4 | 104 | 1425 | 0 | -3.1 | 2 | -4
O=C1C=C(NCC2CCCO2)CC(c2ccccc2)C1 (centres undefined) | -5 | 1 | 0.9 | 1 | -5 | 103 | 1342 | 3 | -0.033 | 7 | -1
CCC(Sc1ccc2nnc(-c3cccnc3)n2n1)C(=O)OC (centres undefined) | 2 | 1 | 1.1 | 6 | 4 | 99 | 1706 | 5 | 0.64 | -9 | 2
CC(C)COP(=O)(c1ccc(N(C)C)cc1)C(O)c1ccncc1 (centres undefined) | -4 | 1.1 | 1 | 0 | 2 | 104 | 1395 | 3 | x | 1 | 8
C=CCn1c(=O)c2c3c(sc2n2c(Nc4ccc(C(=O)OCC)cc4)nnc12)CCCC3 | -2 | 1 | 1 | -5 | -5 | 104 | 1391 | -1 | 0.17 | 4 | 3
CCOc1ccc(NCCC#N)cc1 | -5 | 1 | 1 | 0 | 2 | 101 | 1509 | -2 | x | 1 | -3
COC(=O)c1sccc1NC(=O)Nc1ccc(Cl)c(Cl)c1 | 23* | 1 | 0.5 | -1 | -49 | 108 | 1921 | 14 | x | 45 | 19*
